Hsp70 displacement: Hsp70 inhibitors, probe displacement, primary screen, biochemical, fluorescence polarization (AID 583); displacement, % at 20 µM, or IC50 in µM where a hit was titrated; actives 0.06% (n = 140,000); Hsp70 fluorescence polarization probe displacement, mP; higher % means a stronger effect; in the data active means displacement above about 50%;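 further: plate controls were vehicle for no effect and reference ligand for full effect; a part of the inactive calls stands beside numbers as strong as those of hits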
MKP-3 inhibition: inhibition of rat DUSP6 enzyme activity – biochemical, in vitro, primary screen (AID 425); recombinant MKP-3 phosphatase activity, fluorescence; higher % means a stronger effect; inhibition, % at 20 µM, or IC50 in µM where a hit was titrated; actives 0.17% (n = 110,000); in the data active means inhibition above about 50%;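 further: plate controls were vehicle for no effect and reference inhibitor for full effect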
* = called active by the depositor; x = no result given; & = joins results of further samples.

SMILES	Hsp70 displacement	MKP-3 inhibition
OC1(C(F)(F)F)CC(O)(C(F)(F)F)n2nc(-c3ccccc3)cc2N1 (stereo not drawn)	3.3%	-1%
CSc1nc(C)cc(Oc2ccc(OCCOc3ccccc3)nn2)n1	-2.0%	x
Cc1ccc(S(=O)(=O)N(CC(=O)N2CCN(c3ccccc3F)CC2)C2CCCCC2)cc1	6.1%	x
COc1cc2c(cc1OC)C(C)N(C(=O)C1COc3ccccc3O1)CC2 (stereo not drawn)	1.9%&4.7%	-10%&-3%
CCCc1c(O)nc(SCCN(CC)CC)n(C(=O)c2ccccc2)c1=O	-1.6%&0.9%	-2%&0%
COc1ccc(OC)c(NC(=O)CN(c2ccc(C)cc2)S(=O)(=O)c2ccc(OC)c(OC)c2)c1	4.4%	-3%
CCOC(=O)c1c(C)nc(C)c(C(=O)OCC)c1-c1ccccc1	-3.2%	-1%
COc1ccccc1/C=c1\sc2nc(-c3ccco3)nn2c1=O	8.9%	5%
Nc1nc(SCc2ccc(Cl)c(Cl)c2)nc2sc3c(c12)CCC3	-5.7%	1%
CCS(=O)(=O)N1Cc2ccccc2CC1C(=O)NC(C)C12CC3CC(CC(C3)C1)C2 (stereo not drawn)	-2.1%	x
CCC(C)[C@H](NC(=O)NCc1cccc(OC)c1)C(=O)OC (stereo partly drawn)	-2.7%	-2%
Cc1ccc(NC(=O)/C=C/c2ccco2)c([N+](=O)[O-])c1	7.8%	-1%
COCCNC(=O)CN(c1ccccc1OC)S(=O)(=O)c1ccccc1	-3.0%	-1%
Cc1ccc(S(=O)(=O)CCc2nc3ccccc3o2)cc1	-1.7%	6%
N/C(=N/OC(=O)c1ccccc1F)c1nonc1N	5.7%	2%
CCOC(=O)c1c(NC(=O)CSc2nncn2C)sc2c1CCCC2	5.0%	-2%
COc1ccc(NC(=O)COc2ccc(-c3ccc(C)cc3)cc2)cc1	-0.4%	3%
O=C(c1ccccc1)c1ccc(OCCCN2CCCCC2)cc1	-2.5%	x
COc1ccccc1-n1c(C)nnc1SCC(N)=O	3.4%	-6%
O=c1[nH]cnc2nc(-c3ccccc3)c(-c3ccccc3)nc12	5.3%	-12%
O=C(NC1CCCCC1)N(Cc1nc2ccccc2c(=O)[nH]1)C1CCCCC1	1.2%	-6%
CC1CCc2c(sc(NC(=O)c3ccccc3Cl)c2C(=O)NCc2ccco2)C1 (stereo not drawn)	-1.9%	2%
O=C(CCCCn1c(=O)c2ccccc2n(Cc2ccc(F)cc2Cl)c1=O)NCc1ccco1	x	-2%
COc1ccc(S(=O)(=O)N(C)CC(=O)NC2CC2)cc1	-3.2%	-13%
NC(=O)c1oc2ccc(Cl)cc2c1NC(=O)CN1CCOCC1	-0.3%	-8%
CCC(C(=O)Nc1cnccn1)c1ccccc1 (stereo not drawn)	3.3%	-4%
CCOC(=O)c1sc(NC(=O)CCC2CCCC2)c(C(N)=O)c1C	3.0%	1%
O=C1NC2=Nc3ccccc3NC(c3ccccc3)=C2C(c2ccc(N3CCOCC3)cc2)N1 (stereo not drawn)	-7.9%	2%
CCOC(=O)C1=C(C)N(CCOC)C(=O)/C1=C\c1ccc2c(c1)OCO2	3.2%	3%
CCCCNC(=O)Cn1nc(C(F)(F)F)c(Br)c1C	-2.7%	0%
Cc1nc(SCC#N)c2c(C)c(C)sc2n1	2.5%	-4%
CSc1nsc(SC)c1C(=O)Nc1ccc(C)cc1	1.9%	x
CCN(CC)C(=O)C(=O)N/N=C/c1cccc(Br)c1	4.1%	-2%
CC12CCC(C(=O)N3CCN(C(c4ccccc4)c4ccccc4)CC3)(OC1=O)C2(C)C (stereo not drawn)	20%	x
CN(C)CCNCc1ccccc1OC1CCCC1	-4.5%	x
O=C(N/N=C/C(Br)=C/c1ccccc1)c1cc(C2CC2)[nH]n1	-8.3%	2%
O=C(c1cc([N+](=O)[O-])ccc1F)N1CCN(c2cc(N3CCCCC3)c(F)cc2[N+](=O)[O-])CC1	-6.6%	6%
COc1ccc(C(=O)N2c3ccccc3C(N(C(=O)c3cccs3)c3ccccc3)CC2C)cc1 (stereo not drawn)	0.8%	6%
COc1ccc(CCNC2=C(Cl)C(=O)N(CCc3ccc(OC)c(OC)c3)C2=O)cc1OC	0.9%	x
O=S(=O)(c1ccc2ccccc2c1)N1CCN(S(=O)(=O)N2CCCCC2)CC1	-0.2%	x
CC1(C)Cc2c(c(=S)nc(-c3ccccc3)n2CCN2CCOCC2)CO1	-0.4%	-8%
Cn1c(=O)c2cc(S(=O)(=O)NCCC(=O)NCCC3=CCCCC3)ccc2n(C)c1=O	2.9%	0%
Cn1c(=O)c2c(nc(NCCc3ccccc3)n2C)n(C)c1=O	-0.8%	5%
CC(=O)Nc1ccc(NC(=O)CCC(=O)NCCO)cc1	-2.0%&3.5%	-9%&-1%
CC(=O)c1cccc(NC(=O)c2ccccc2N(Cc2ccccc2)S(=O)(=O)c2ccccc2)c1	5.4%	0%
C=CCNC(=O)C(=O)NCc1ccccc1	2.4%	1%
O=C(O)C1CC=C(Cl)CC1C(=O)NCc1ccccc1 (stereo not drawn)	2.4%	9%
O=C(Nc1nc2ccc(Cl)cc2s1)c1ccc(Br)o1	-5.0%	4%
CNc1sc(C(=O)c2ccc(F)cc2)c(N)c1-c1nc2ccccc2s1	-0.4%	x
Nc1nnc(SCC(=O)NCC(=O)c2ccccc2)s1	2.7%	2%
COc1ccc(N=Cc2c(O)n(-c3ccccc3Cl)c(=O)[nH]c2=O)cc1	-3.2%	-1%
Cc1c(C=Nc2ccc(Br)cc2)c(O)n(C)c(=O)c1C#N	-1.9%	0%
CCOc1ccc(-c2nnc(SCc3nc4ccccc4[nH]3)n2N)cc1	5.2%	x
CCOC(=O)c1ccc(N2C(=O)C3CC=C(C)CC3C2=O)cc1 (stereo not drawn)	-2.3%&0.3%	-4%&2%
CCOC(=O)N1CCN(S(=O)(=O)c2cc3c(cc2C)NC(=O)CO3)CC1	-8.9%	1%
Cc1ccc(N2C(=O)NC(=O)/C(=C/c3cccc(Cl)c3)C2=O)cc1	-3.2%	4%
CC(=O)c1ccc(Nc2cc(C)nc3nc(C)nn23)cc1	-1.9%	-7%
COc1ccc2oc(=O)c(-c3nc(C)cs3)cc2c1	-14%	2%
Cc1ccc(/C=c2\sc3nc(-c4cccnc4)nn3c2=O)cc1	6.7%	3%
O=C(Nc1nc(-c2cccs2)cs1)c1ccc(Cl)cc1	1.2%	x

Additional compounds follow.
SMILES	Hsp70 displacement	MKP-3 inhibition
CCSc1nnc2c(n1)OC(c1ccc(O)c(O)c1)Nc1ccccc1-2 (stereo not drawn)	4.6%	1%
CC(=O)Nc1cc2c(cc1C(=O)C(C)C)OCCO2	0.8%	-6%
CC(C)Nc1nc(SCC(=O)Nc2ccccc2)nc(N2CCOCC2)n1	x	5%
CC(C)(C)OC(=O)N1CC(O)CC1C(=O)OCC(=O)c1ccc(Cl)cc1 (stereo not drawn)	-3.0%	-9%
CCOc1ccc(Nc2nc(-c3sc(NC(=O)CC)nc3C)cs2)cc1	-0.8%	5%
O=C(c1cc(-c2cccnc2)nc2ccc(Br)cc12)N1CCC2(CC1)OCCO2	1.3%	0%
COc1cccc(-c2cc(C(=O)Nc3nc4ccccc4s3)c3ccccc3n2)c1	3.3%	4%
Cc1cccc(N2CC(=O)N(c3cccc(C)c3)CC2=O)c1	0.9%	-3%
COc1ccccc1CNC(=O)CNC(=O)Cn1cnc2ccccc2c1=O	-1.4%	9%
O=C(Nc1ccccc1C(=O)O)c1ccc(Cl)c(S(=O)(=O)N2CCOCC2)c1	5.0%	-5%
CC1=CC(C)(C)NC(=S)N1NC(=O)c1ccccc1	5.5%	1%
O=C1NC(=O)c2ccc3c4c(ccc1c24)CC3	-4.7%	1%
CCc1nnc(NC(=O)Cn2nnc(-c3ccccc3F)n2)s1	-2.2%	-19%
O=S(=O)(c1cccs1)N1CCC(Cc2ccccc2)CC1	2.5%	-11%
CCOc1ccccc1N1CCN(Cc2ccc(OC)c(OC)c2)CC1	-4.0%	-2%
CC(=O)Nc1ccc2oc(-c3cc(F)c(F)cc3Cl)nc2c1	0.2%	-4%
COC(=O)c1ccccc1NC(=O)c1ccc(-c2ccc(Br)cc2)o1	-3.0%	x
CC(C)NS(=O)(=O)c1ccc(CCC(=O)Nc2ccc3c(c2)OCO3)cc1	4.1%	x
Cc1cc(C)n(CCOC(=O)c2sc3ccccc3c2Cl)n1	3.4%	-6%
CC(C)CN(C(=O)COC(=O)c1ccc2c(c1)NC(=O)CS2)C1CCS(=O)(=O)C1 (stereo not drawn)	-5.8%	-12%
Cc1ccc(OCCCCN2CCC(C)CC2)cc1	-2.6%	2%
COc1cc2c(cc1NCc1ccncc1)oc1ccccc12	-4.4%	3%
CC(Oc1ccc(Cl)cc1Cl)C(=O)Nc1ccc2c(c1)OCO2 (stereo not drawn)	5.1%	1%
COc1ccc2nc(N3CCC(O)CC3)c(C#N)cc2c1	24%	-16%
COc1ccc(C2CC(=O)C3=C(C2)NC(C)=C(C(=O)OCC(C)C)C3c2ccc(F)cc2)cc1 (stereo not drawn)	0.9%	8%
CSc1nnc2c(n1)OC1(Nc3ccccc3-2)C(=O)Nc2ccccc21 (stereo not drawn)	3.3%	1%
Cc1ccc(C)c(N2CCN(C(=O)CCc3nc4ccccc4[nH]3)CC2)c1	-1.1%	-1%
C=CCc1ccccc1OCC(O)CN1CCN(C(=O)OCC)CC1 (stereo not drawn)	-1.7%	0%
N/C(=N\OC(=O)c1ccc(Cl)c([N+](=O)[O-])c1)c1ccccn1	1.5%	4%
COc1cc(S(=O)(=O)N2CCC(N3CCCCC3)CC2)ccc1-n1cnnn1	0.7%	-6%
Cc1cc(OCC(=O)O)c2ccccc2n1	2.5%	3%
COc1cc(C(=O)Nc2c(C)cc(C)cc2C)c(-n2cnnn2)cc1OC	5.1%	-11%
CC(NC(=O)c1ccc(Br)s1)C1CCCO1 (stereo not drawn)	0.2%	x
Oc1ccc(Cl)cc1-c1cc(-c2ccco2)[nH]n1	6.8%	x
COC(=O)C1=C2SC(C)C(=O)N2C(N)=C(C#N)C1c1ccc(OC)c(OC)c1 (stereo not drawn)	4.5%	-7%
O=C(Cc1ccccc1)N/N=C/C=C/c1ccccc1Cl	1.3%	0%
COc1cc(NC(=O)c2ccccc2)c(OC)cc1Cl	0.5%	x
Cc1cccc(N2CCN(C(=O)C(C)C)CC2)c1C	-2.0%	x
CCCS(=O)(=O)N1CCN(c2ccccc2F)CC1	4.1%	-9%
Cc1[nH]c(=O)c(C#N)c2c1CSC(C)(C)C2	2.3%	x
O=C(Nc1cccc2nsnc12)C1CC(=O)N(c2ccccc2)C1 (stereo not drawn)	-1.5%	-4%
CCOCCn1c(CN2CCOCC2)nc2c1c(=O)[nH]c(=O)n2C	-0.9%	-12%
CC(=O)C1=C(C)NC(SCC(=O)c2ccc(-c3ccccc3)cc2)=C(C#N)C1c1cccnc1 (stereo not drawn)	-9.5%	x
COC(=O)c1c(C)oc2ccc(OC(=O)c3ccc([N+](=O)[O-])cc3)cc12	-7.2%	-1%
COCCN(CCOC)S(=O)(=O)c1ccc(C(=O)Nc2nnc(C)o2)cc1	-3.1%	2%
O=C(Nc1ccc(N2CCOCC2)cc1)c1ccc2c(c1)OCCO2	3.1%	3%
O=C(C1CC1)N1CCc2cc(Br)cc(S(=O)(=O)NCc3ccc4c(c3)OCO4)c21	1.8%	-2%
CCOc1cccc(C(=O)Nc2ccc(C(=O)Nc3cccc(-c4nc5ccccc5o4)c3)cc2)c1	-2.1%	1%

Part of the list above, reformatted:
Hsp70 displacement	MKP-3 inhibition	molecule
-2.1%	1%	CCOc1cccc(C(=O)Nc2ccc(C(=O)Nc3cccc(-c4nc5ccccc5o4)c3)cc2)c1
3.3%	4%	COc1cccc(-c2cc(C(=O)Nc3nc4ccccc4s3)c3ccccc3n2)c1
3.1%	3%	O=C(Nc1ccc(N2CCOCC2)cc1)c1ccc2c(c1)OCCO2
5.0%	-5%	O=C(Nc1ccccc1C(=O)O)c1ccc(Cl)c(S(=O)(=O)N2CCOCC2)c1
6.7%	3%	Cc1ccc(/C=c2\sc3nc(-c4cccnc4)nn3c2=O)cc1

Reformatted: 3 of the compounds above
Each structure is followed by: Hsp70 displacement	MKP-3 inhibition
Cc1[nH]c(=O)c(C#N)c2c1CSC(C)(C)C2
    2.3%	x
O=C(Nc1cccc2nsnc12)C1CC(=O)N(c2ccccc2)C1 (stereo not drawn)
    -1.5%	-4%
CCOCCn1c(CN2CCOCC2)nc2c1c(=O)[nH]c(=O)n2C
    -0.9%	-12%

Later entries.
SMILES	Hsp70 displacement	MKP-3 inhibition
CCCCCCN1CC(O)=C(c2nc3ccccc3[nH]2)C1=N	7.7%	3%
CC(=O)c1cccc(NC(=O)C2CCCCC2)c1	1.6%&4.6%	0%&0%
Cc1ccc(CN2CCN(Cc3ccncc3)CC2)cc1	0.3%	4%
COc1ccc(CNC(=O)c2ccc([N+](=O)[O-])o2)cc1	3.8%	0%
CCC/C(O)=C1\C(=O)CC(C)(C)CC1=NCCO	-1.3%&2.3%	-9%&-5%
COC(=O)c1ccc(C(=O)OC)c(NC(=O)COc2ccccc2OC)c1	-0.4%	-8%
CCn1c(NCCc2ccc(OC)c(OC)c2)nc2c1c(=O)n(C)c(=O)n2C	0.3%	-8%

Filtered by structure: the entries above containing a CF3 group (2)
SMILES	Hsp70 displacement	MKP-3 inhibition
OC1(C(F)(F)F)CC(O)(C(F)(F)F)n2nc(-c3ccccc3)cc2N1 (stereo not drawn)	3.3%	-1%
CCCCNC(=O)Cn1nc(C(F)(F)F)c(Br)c1C	-2.7%	0%

Reformatted with two lines to a compound: 4 of the compounds above
Each structure is followed by: Hsp70 displacement | MKP-3 inhibition
- CC(=O)c1cccc(NC(=O)C2CCCCC2)c1
  1.6%&4.6% | 0%&0%
- Cc1ccc(CN2CCN(Cc3ccncc3)CC2)cc1
  0.3% | 4%
- COc1ccc(CNC(=O)c2ccc([N+](=O)[O-])o2)cc1
  3.8% | 0%
- CCC/C(O)=C1\C(=O)CC(C)(C)CC1=NCCO
  -1.3%&2.3% | -9%&-5%

The list is partial; rates above refer to the full screens.
